Source: PubChem (NCI)
NCI-60 one-dose screen, 48 h, at 10 µM unless noted. Numbers give growth in % (100 = growth as untreated, 0 = no growth, -100 = all killed).
MDA-MB-231: MDA-MB-231 breast cancer | 81,000 tested, 5% active
MDA-MB-468: MDA-MB-468 breast cancer; AID 2202374; 78,000 tested, 8.5% active
MOLT-4: MOLT-4 leukemia cells. 80,000 tested, 6.9% active. AID 1794779
K-562: K-562 leukemia. 78,000 tested, 7.4% active
MCF7: MCF7 breast cancer; AID 1794796; 82,000 tested, 6.3% active
BT-549: BT-549 breast cancer; 78,000 tested, 4.4% active; AID 1794793
SR: SR leukemia cells. AID 1794780. 73,000 tested, 8.7% active
MDA-MB-435: MDA-MB-435 melanoma; AID 1794794; 82,000 tested, 7.8% active
The depositor's hits bear a star; . = not tested or not shown; & = joins results of further samples. How the source made its calls: active means growth percent below 10; inactive means the rest.

SMILES	MDA-MB-231	MDA-MB-468	MOLT-4	K-562	MCF7	BT-549	SR	MDA-MB-435
Cn1c(=O)c2nc(CC(=Nc3ccc(Cl)cc3)c3ccccc3)c(=O)[nH]c2n(C)c1=O	102	67	91	38	72	91	89	79
Nc1ccc(C(=NNc2ccc([N+](=O)[O-])cn2)c2ccc(N)cc2)cc1	101	.	79	78	105	105	86	101
C/C(=C(/c1ccccc1)c1ccc(N2C(=O)c3cccc4c(Nc5ccc(F)cc5)ccc(c34)C2=O)cc1)c1ccccc1	100	70	81	32	58	89	37	94
O=C(NCc1ccco1)Nc1cc(Cl)ccc1Cl	107	86	88	97	80	107	72	100
O=C1CS/C(=N/c2nnc(-c3ccc(O)cc3)s2)N1	109	116	80	96	89	100	93	103
Fc1ccc(Nc2ncnc3ccc(-c4cn[nH]c4)cc23)cc1Cl	64	-22*	57	67	23	58	0.8*	80
Cc1cccc(C(=N)c2ccccc2Cc2ccccc2)c1C	90	103	90	91	109	115	81	101
C/C(=C\CCc1ccsc1)CC/C=C(\C)CCC1OC1(C)C (centres undefined)	103	81	102	99	103	116	90	101
N#Cc1c(-c2ccc(Cl)cc2)c(C#N)c(=O)n(Cc2nc3ccccc3[nH]2)c1N	82	118	91	94	56	94	90	106
CN1CCN(Cc2ccc(NC(=O)c3cncc(C#Cc4cnc5ccc(NC6CCOCC6)nn45)c3)cc2C(F)(F)F)CC1	-72*	-89*	5.2*	-13*	-60*	-94*	-38*	-70*
O=C1CCC(N2C(=O)C(=O)c3ccccc32)N1 (centres undefined)	113	131	108	106	92	105	103	117
CC(C)(C)OC(=O)N1CCC[C@]2(C)[C@H]3CC[C@@H]4[C@H]5[C@H]6OC[C@@]5(CCC6(C)C)CC[C@@]4(C)[C@]3(C)CC[C@H]2C1(C)C	106	107	94	101	99	117	90	100
O=S(=O)(CCc1ccccc1)CS(=O)(=O)CCc1ccccc1	117	114	92	.	108	114	87	106
Cc1[nH]c2ccccc2c1CCCO	100	114	194	124	103	100	244	142
O=C(CN1CCN(c2cc(=O)[nH]c3ccc(F)cc23)CC1)Nc1cccc([N+](=O)[O-])c1	88	91	99	91	79	86	102	101
COCCn1c(=S)sc2c(NCc3ccc(Cl)cc3)nc(-c3ccc(Cl)cc3)nc21	99	85	88	94	88	98	102	99
CCCCCCCN1C(=O)/C(=c2\sc3n(c2=O)C2C(NN=3)N(CC)C(=O)N2CC)c2ccccc21 (centres undefined)	81	95	97	101	95	78	105	93
CC(=O)C1/C(=N/O)CON(Cc2ccccc2)C1c1ccccc1 (centres undefined)	101	99	101	99	100	96	95	99
CCOc1cc2c(Cl)ncnc2c(OCC)c1OCC	78	-51*	22	20	52	75	4.5*	79
CCS(=O)(=O)Oc1ccc(-c2cn3ccsc3n2)cc1	102	91	110	104	85	117	93	99
Oc1c(C(c2ccccc2)N2CCOCC2)ccc2ccccc12 (centres undefined)	88	113	85	94	93	89	73	118
CC1=Nc2cnc(Nc3ccc(N4CCCCC4)cc3)nc2Nc2ccccc21	60	55	27	35	73	43	34	90
Cc1ccc(NC(=O)Oc2ccc(C#N)cc2)cc1Cl	110	104	89	104	91	105	82	103
CCOC(=O)C1=C(Nc2cccc3c(NC4=C(C(=O)OCC)C(=O)CO4)cccc23)OCC1=O	91	112	107	111	96	100	116	105
CC(=O)CCNC1CCCCC1	107	108	98	96	105	116	93	106

Fetched by compound from the entries so far:
SMILES	MDA-MB-231	MDA-MB-468	MOLT-4	K-562	MCF7	BT-549	SR	MDA-MB-435
Fc1ccc(Nc2ncnc3ccc(-c4cn[nH]c4)cc23)cc1Cl	64	-22*	57	67	23	58	0.8*	80
CCS(=O)(=O)Oc1ccc(-c2cn3ccsc3n2)cc1	102	91	110	104	85	117	93	99
O=C1CCC(N2C(=O)C(=O)c3ccccc32)N1 (centres undefined)	113	131	108	106	92	105	103	117
O=C(CN1CCN(c2cc(=O)[nH]c3ccc(F)cc23)CC1)Nc1cccc([N+](=O)[O-])c1	88	91	99	91	79	86	102	101
Cc1[nH]c2ccccc2c1CCCO	100	114	194	124	103	100	244	142

New compounds follow.
SMILES	MDA-MB-231	MDA-MB-468	MOLT-4	K-562	MCF7	BT-549	SR	MDA-MB-435
COC(=O)C(N)C(=O)OC	.	98	101	103	99	102	.	101
NS(=O)(=O)c1ccc(CCN2C(=O)c3ccc(C(=O)O)cc3C2=O)cc1	103	103	98	.	95	103	89	108
Nc1nc(SCc2ccccc2)sc1C(=O)N1CCCCC1	107	89	73	82	92	92	88	103
CCOC(=O)c1nnn(-c2ccc(Cl)cc2)c1C(F)(F)F	106	98	90	.	90	105	91	102
COc1ccc(C(c2cc(OC)c(OC)c(OC)c2)N2CCCC2)cc1 (centres undefined)	81	55	78	25	64	82	24	-22*
COc1ccc(-n2c(SCc3cc(OC)c(OC)c(OC)c3)nc3ccc(C)cc3c2=O)cc1	60	47	56	17	25	71	23	-4.5*
CN(C)CCN(Cc1ccccc1)c1nc2ccccc2o1	92	85	84	99	93	92	89	98
CSC1C2C(N)=NNC(c3ccccc3)=NC2=Nc2c(C#N)cnn21 (centres undefined)	93	89	99	107	78	108	101	103
OCc1cccnc1	103	102	109	117	94	106	.	97
O=C(O)C(C(=O)O)C1CCCC1	109	104	101	102	110	104	92	114
O=C(CNc1nc(-c2cccc([N+](=O)[O-])c2)cs1)Nc1ccc(Cl)cc1[N+](=O)[O-]	102	105	100	96	96	101	82	106
CN(C)C(=S)SCN1C(=O)c2ccccc2C1=O	101	111	138	97	83	102	.	89
CS(=O)(=O)Nc1cccc(-n2c(/C=C/c3ccccc3)nc3ccccc32)c1	75	82	21	70	57	63	49	91
Oc1ccccc1/C=N\c1nccs1	108	106	105	98	93	107	92	101
O=C(NNC(=O)N1c2ccccc2C=Cc2ccccc21)c1ccc([N+](=O)[O-])cc1	103	103	103	107	103	.	107	106
O=C(NCCCCC(Cl)C(=O)O)c1ccccc1 (centres undefined)	100&105	94&118	108&100	90&105	99&102	106&105	110&99	105&109
CC1(C)C(=O)/C(=C\c2ccncc2)C[C@]2(C)[C@H]3CC=C4[C@@H]5C[C@@](C)(C(=O)O)CC[C@]5(C)CC[C@@]4(C)[C@]3(C)CC[C@@H]12	104	97	80	77	81	100	.	103
CCN1CC(=O)N(C)C1=S	108	105	89	87	105	103	89	105
C/C=C(\C)C(=O)N[C@H]1C(O)C[C@]2(C)C3CC[C@@]4(C)C(CC[C@@H]4C(C)N(C)C)C3CCC2C1O (some centres undefined)	65	.	17	0.5*	29	89	-30*	-22*
NNc1nc2nc(-c3ccccc3)cn2[nH]1	93	103	102	97	86	108	100	103
O=C1CC(c2ccccc2)Oc2cc(O)cc(O)c21 (centres undefined)	98	107	83	59	70	64	89	103
O=C(N/N=C/c1ccc2c(c1)OCO2)c1ccc([N+](=O)[O-])cc1	89	108	107	101	96	106	.	96
COc1ccc(/C(C)=N/NC(=O)CSc2nc3ccccc3c(=O)n2Cc2ccc(S(N)(=O)=O)cc2)c(OC)c1	96	94	98	95	91	104	96	102
NCCN1CCN(c2nccc(-c3ccc4ccccc4c3)n2)CC1	24	56	22	.	51	82	.	-26*
C=CCc1c2c(c(OC)c3ccoc13)C(=O)/C(=C/c1ccccc1OC)O2	51	-3.9*	46	50	33	46	48	48

(list continues)
SMILES	MDA-MB-231	MDA-MB-468	MOLT-4	K-562	MCF7	BT-549	SR	MDA-MB-435
COc1ccc(-c2nc(-c3ccccc3)c(-c3ccccc3)n2-c2ccc(S(=O)(=O)Nc3ncccn3)cc2)cc1	76	69	56	77	60	50	61	83
O=C1Nc2ccccc2C1(O)c1ccccc1 (centres undefined)	109	109	97	105	96	105	.	103
CCCCN(C(C)=O)c1ccccc1	104	93	108	.	100	110	117	110
Cc1c(C(N)=O)sc2nc(SCc3nnc(-c4ccc(Cl)cc4)o3)n(Cc3ccccc3)c(=O)c12	114	112	102	98	96	99	91	98
CC1(C)N=C(N)NC(Nc2ccc(Cl)cc2)=N1	109	113	80	92	100	101	68	101
Cc1cccc(N=C2NC(=O)CS2)c1C	105	99	97	116	99	105	97	105
Cc1nc(N)sc1Sc1nc2ccc(Cl)cc2c(=O)n1-c1ccc(Oc2ccccc2)cc1	89	77	44	74	87	63	-45*	88
Cc1nc([P+](c2ccccc2)(c2ccccc2)c2ccccc2)c(N2CCOCC2)o1	95	61	98	63	93	96	73	80
CCOC(=O)C(=CC(C)C)C(=O)OCC	120	110	96	105	99	107	104	111
C#CC#CC#CC#CC#CC#CC#CC#CC[C@H]1OC[C@@H](COC(=O)O[C@@H](C(=O)O[C@H]2C[C@@]3(O)[C@@H](OC(=O)c4ccccc4)[C@@H]4[C@]5(OC(C)=O)CO[C@@H]5C[C@H](O)[C@@]4(C)C(=O)[C@H](OC(C)=O)C(=C2C)C3(C)C)[C@@H](NC(=O)c2ccccc2)c2ccccc2)O1	66	14	42	23	34	53	26	-48*
CC(C)(C)n1cc(-c2ccnc(NCCCNS(=O)(=O)c3ccc(Br)cc3)n2)c(-c2ccc(F)c(O)c2)n1	94	69	55	45	64	94	68	85
C#CC(=O)Nc1cccc2c1cc(C)n2-c1nc2c(c(NCc3ccccc3)n1)CCCC2	-53*	-63*	-33*	-14*	-40*	-47*	-32*	-81*
COc1ccccc1Cc1nc(-c2ccccc2)nn(C2OC(COC(C)=O)C(OC(C)=O)C(OC(C)=O)C2OC(C)=O)c1=S (centres undefined)	64	91	85	78	85	98	88	108
C#C[C@]1(O)CC[C@H]2[C@@H]3CC=C4c5sc(C6CC6)nc5CC[C@]4(C)[C@H]3CC[C@@]21C	91	68	47	35	65	90	46	.
CC(=O)OC1CCC2(C)C(=CCC3C2CCC2(C)C3CC3OC4(CCC(C)CO4)C(C)C32)C1 (centres undefined)	96	114	98	99	98	105	94	97
O=C(O)c1cc(-c2ccc(Br)cc2)nc2ccccc12	85	100	98	100	88	96	.	97
CCOC(=O)c1ccc2c(c1)nc(/C=C/c1ccc(Cl)cc1)c(=O)n2-c1cc(C(C)(C)C)[nH]n1	67	64	64	50	61	71	62	73
Nc1ccc2oc3nccc(NCc4cccc(Br)c4)c3c2c1	70	28	76	59	69	71	80	80
CCC(=O)c1ccc(NC(=S)Nc2ccccc2)cc1	94	110	95	84	101	103	87	105
CC(=O)Nc1nc(C)c(C(=O)NNC(=S)Nc2ccc(F)cc2)s1	101	85	84	88	81	129	84	110
O=C(Cn1cc(CN2C(=O)c3ccccc3S2(=O)=O)nn1)Nc1ccccc1F	105	97	100	.	98	105	.	102
C/C(=N/O)c1ccc(NC(=O)CSc2nnc(-c3ccc4nc(-c5ccccc5)[nH]c4c3)o2)cc1	92	124	88	106	62	166	89	109
CC1=C(CCC(C)N(C)Cc2ccc(OCCCN3CCCC3)cc2)C(C)(C)CCC1 (centres undefined)	-44*	-19*	-24*	-22*	-33*	56	-25*	-78*

Entries of single compounds as entered above. Order of values: MDA-MB-231	MDA-MB-468	MOLT-4	K-562	MCF7	BT-549	SR	MDA-MB-435
Entry for C#C[C@]1(O)CC[C@H]2[C@@H]3CC=C4c5sc(C6CC6)nc5CC[C@]4(C)[C@H]3CC[C@@]21C → 91	68	47	35	65	90	46	.
Entry for C#CC#CC#CC#CC#CC#CC#CC#CC[C@H]1OC[C@@H](COC(=O)O[C@@H](C(=O)O[C@H]2C[C@@]3(O)[C@@H](OC(=O)c4ccccc4)[C@@H]4[C@]5(OC(C)=O)CO[C@@H]5C[C@H](O)[C@@]4(C)C(=O)[C@H](OC(C)=O)C(=C2C)C3(C)C)[C@@H](NC(=O)c2ccccc2)c2ccccc2)O1 → 66	14	42	23	34	53	26	-48*
Entry for Cc1cccc(N=C2NC(=O)CS2)c1C → 105	99	97	116	99	105	97	105
Entry for C#CC(=O)Nc1cccc2c1cc(C)n2-c1nc2c(c(NCc3ccccc3)n1)CCCC2 → -53*	-63*	-33*	-14*	-40*	-47*	-32*	-81*
Entry for CC1=C(CCC(C)N(C)Cc2ccc(OCCCN3CCCC3)cc2)C(C)(C)CCC1 (centres undefined) → -44*	-19*	-24*	-22*	-33*	56	-25*	-78*
